MRP-1 activ – activates MRP-1; H69AR cells + doxorubicin, viability rescue, CellTiter-Glo; actives 0.61% (n = 140,000); viability increase, % at 10 µM;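 active = viability gain under doxorubicin at or above a set limit, the compound median plus 3 SD, cut at about 4.7% in these data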;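 also: MRP-1 overexpressing cells given doxorubicin 25 µM after compound pretreatment; 18-22 h compound pretreatment then 72 h with doxorubicin before readout; 0% = doxorubicin-only wells and 100% = vehicle-treated cells without doxorubicin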
Yeast life ext – yeast lifespan extension; S. cerevisiae growth with nicotinamide, OD615; deaD strain in restrictive glucose medium; inhibition of the nicotinamide effect, % at 10 µM; actives 0.68% (n = 130,000);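 active = inhibition above a set limit, placed 3 SD over the median of all compounds, cut at about 26% in these data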;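 also: 0% = nicotinamide-treated wells and 100% = cells grown without nicotinamide; some compounds called inactive have numbers as strong as hits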
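Buffer or medium: CSMM-D glucose medium, restrictive; test system: modified budding yeast, DeaD strain; compound: single dose 10 µM compound, 0.25% DMSO; schedule: culture preincubation 4 h, compound exposure 48 h, both 30 °C; detection: optical density (absorbance) at 615 nm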
PTEN del growth – suppresses growth of cells with PTEN deletion. actives 1.2% (n = 140,000). AID 827. viability, % at 10 µM. HCT116 PTEN-null viability, CellTiter-Glo, 60 h; active compounds read low;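 active = viability at or below a set limit, 4 SD under the median of all tested compounds, cut at about 3.7% in these data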;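 also: PTEN knockout HCT116 line with beta catenin targeted HCT116 as companion control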
bCat KO growth – beta-catenin-lacking colon tumor cell growth suppression; HCT116 beta-catenin knockout viability, CellTiter-Glo, 60 h; active compounds read low; viability, % at 10 µM; actives 1.5% (n = 140,000);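 active = viability at or under a set limit, the compound median less 4 SD, cut at about 6% in these data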;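 also: 0% = Hyamine 1622 control at 20 µM and 100% = untreated cell control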
Phagocytosis inh – macrophage phagocytosis inhibition | J774A.1 macrophage IgG-bead phagocytosis, imaging | inhibition, % at 5 µM | actives 0.07% (n = 110,000) | AID 1029;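 active = inhibition above the mean of the plate negative controls plus 5 SD, cut at about 13% in these data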;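 also: phagocytic index as fraction of beads internalized from green versus red external bead signal; plate controls were DMSO negative control for no effect and cytochalasin-D positive control for full effect; some results beyond the cut were filed as inactive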
Measles CPE – protection of cells from measles virus | AID 841 | protection (pct of control), % at 4 µM | actives 1.5% (n = 140,000) | Measles virus-infected cells, CPE protection, absorbance; in the data active = protection mostly above about 24%, no sharp cut-off; inactive = mostly below about 26%; also: some compounds called inactive have numbers as strong as hits
GALR2 blocker – antagonists of human galanin receptor 2 (GALR2). AID 828. inhibition, % at 4 µM. GALR2-expressing cells, antagonist mode. O43603. actives 0.39% (n = 140,000); in the data active = inhibition above about 27%;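 also: cells stimulated with galanin 1-16 at roughly its EC80; 0% = agonist challenge control and 100% = basal control without agonist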
Target sequence (O43603 whole entry, looked up): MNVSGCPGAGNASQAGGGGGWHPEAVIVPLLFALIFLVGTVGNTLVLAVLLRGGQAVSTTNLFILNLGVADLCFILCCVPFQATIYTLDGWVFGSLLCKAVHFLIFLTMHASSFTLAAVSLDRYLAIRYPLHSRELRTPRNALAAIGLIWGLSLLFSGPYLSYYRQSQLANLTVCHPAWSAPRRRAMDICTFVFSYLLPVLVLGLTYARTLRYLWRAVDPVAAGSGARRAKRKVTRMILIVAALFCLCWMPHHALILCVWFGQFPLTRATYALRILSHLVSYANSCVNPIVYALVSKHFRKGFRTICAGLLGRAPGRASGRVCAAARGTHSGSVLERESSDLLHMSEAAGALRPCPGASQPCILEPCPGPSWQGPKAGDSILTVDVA
E-sel TNF inh – TNF alpha driven E-selectin expression inhibition; HUVEC TNFa-induced E-selectin immunofluorescence, high content; inhibition, % at 2 µM; actives 0.71% (n = 120,000); AID 1246;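 active = inhibition above the batch mean plus 3 SD, and confirmed as a hit on visual image review, cut at about 43% in these data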;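 also: 0% = TNF-stimulated DMSO wells and 100% = unstimulated control wells; not every result past the cut was called active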
NPY Y2 blocker – antagonists of human neuropeptide Y receptor Y2 | P49146 | NPY-Y2 expressing cells, antagonist mode | inhibition, % at 2.7 µM | actives 0.99% (n = 140,000); in the data active = inhibition above about 17%;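 also: 0% = vehicle with agonist challenge and 100% = reference antagonist with challenge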
Target sequence (P49146 whole entry, looked up): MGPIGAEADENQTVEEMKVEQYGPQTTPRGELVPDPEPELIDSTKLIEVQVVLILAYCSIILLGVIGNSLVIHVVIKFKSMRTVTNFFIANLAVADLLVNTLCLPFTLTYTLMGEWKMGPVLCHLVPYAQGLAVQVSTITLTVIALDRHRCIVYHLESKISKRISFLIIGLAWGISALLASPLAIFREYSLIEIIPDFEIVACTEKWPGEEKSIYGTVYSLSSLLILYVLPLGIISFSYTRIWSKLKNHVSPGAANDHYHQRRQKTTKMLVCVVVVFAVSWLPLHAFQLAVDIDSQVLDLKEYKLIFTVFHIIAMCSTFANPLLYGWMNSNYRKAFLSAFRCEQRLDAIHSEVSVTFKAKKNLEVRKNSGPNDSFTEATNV
Yeast growth inh – yeast BB579 growth reduction in restrictive medium; S. cerevisiae BB579 growth, OD615, 48 h; inhibition, % at 10 µM; actives 0.51% (n = 140,000);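 active = inhibition above a set limit, 3 SD over the mean compound inhibition, cut at about 44% in these data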; also: inactives centre near -24
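Test system: S. cerevisiae DeaD strain BB579 yeast; Medium: restrictive CSMM-D medium; Compound: one dose, 10 µM compound with 0.25% DMSO; Incubation: 4 h cell preincubation, 48 h compound exposure, 30 °C humidified; Signal: OD at 615 nm; Benchmarks: amphotericin B at 10 µg/mL as positive control.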
* = called active by the depositor; . = not tested or not shown.

SMILES	MRP-1 activ	Yeast life ext	PTEN del growth	bCat KO growth	Phagocytosis inh	Measles CPE	GALR2 blocker	E-sel TNF inh	NPY Y2 blocker	Yeast growth inh
CCn1c(=O)cc(SCC(=O)NCCCN2CCN(c3ccc(F)cc3)CC2)c2ccccc21	-2.6	-2.8	49.3	32.7	0.8	9.3	-4.9	10.7	6.8	9.3
Cc1ccc(SC(C)C(=O)N2CCCC2)cc1 (configuration not stated)	-1.0	1.1	93.5	89.8	-1.1	0.6	2.0	-3.4	0.0	-15.6
COc1ccc(CN(Cc2ccco2)S(=O)(=O)c2ccc(S(=O)(=O)N3CCCC3)cc2)cc1	-3.0	3.1	84.1	85.8	0.2	4.8	-15.4	18.8	4.2	-35.0
COc1cccc(C(=O)Nn2c(-c3cccs3)nc3ccccc3c2=O)c1OC	-0.8	2.0	93.9	102.2	-2.2	11.1	12.2	.	-1.7	-33.1
COc1ccc(N2CCN(CC(O)COCCOc3ccc(Br)cc3)CC2)cc1 (configuration not stated)	3.6	-5.6	39.9	33.2	2.0	5.6	3.0	.	2.6	-41.1
Cc1ccc2c(c1)c1c3n2CCN(C(=O)C2CC2)C3CCC1 (configuration not stated)	-3.9	-7.0	89.5	82.8	.	9.9	-15.0	-1.9	2.0	-24.3
CCOC(=O)N(C)c1ccc(C(O)(C(F)(F)F)C(F)(F)F)cc1	-1.1	6.8	91.6	92.5	3.4	7.3	-1.7	-12.1	0.3	-71.6
CC(NC(=O)CNC(=O)OCc1ccccc1)C(=O)N1CC(O)CC1C(=O)OCc1ccccc1 (configuration not stated)	-1.3	0.4	75.3	62.2	-0.3	11.3	8.8	.	2.6	-58.4
COc1cccc(NC(=S)NC(=O)c2c(Cl)c(C)nn2C)c1	0.4	-0.7	105.9	101.9	3.2	7.8	-1.4	-16.1	11.6	-62.5
Cc1cc(OCCN2CCCC2)ccc1[N+](=O)[O-]	-1.2	7.5	92.4	93.6	-4.6	5.5	-8.7	2.2	2.3	-38.6
COCCNC(=O)c1sc2nc(-c3ccccc3)cn2c1C	-3.1	-36.2	94.9	105.1	.	10.6	8.5	10.4	2.7	-24.3
O=C(c1ccc(-c2ccccc2)cc1)c1ccccc1C(=O)N1CCOCC1	-4.0	-24.4	84.0	84.7	3.4	3.0	0.6	14.8	0.3	-43.3
Cc1cccc(-c2c3c(=O)n(C)c(=O)n(C)c3cn2C(C)C)c1	-1.1	7.5	97.8	103.1	-0.9	2.2	1.9	1.1	0.4	-29.3
COc1cccc(C2NC(c3cccc(OC)c3O)C(C)C(=O)C2C)c1O (configuration not stated)	-2.1	-3.9	64.2	46.3	.	2.8	11.1	8.2	3.4	-2.1
CCOC(=O)CSc1ncnc2c(C(=O)OCC)c3n(c12)CCC3	-2.5	-0.8	95.5	96.7	-11.3	17.6	-1.2	.	1.2	-33.6
CC1=CC(=C(C#N)c2nc3ccccc3s2)C=C(C)N1c1ccc(F)cc1F	-2.6	0.2	71.6	82.1	10.6	12.6	-6.8	-8.5	0.6	-8.0
COC(=O)C(NC(=O)c1ccc(C)cc1)(Nc1cccc(C)n1)C(F)(F)F (configuration not stated)	-2.8	.	87.0	93.0	.	17.8	-3.0	6.4	3.0	-0.7
Cc1cccnc1NC(=O)Nc1cccs1	-1.3	-10.8	87.2	82.3	-1.6	12.9	-9.7	9.9	0.2	-48.6
O=C(CCNc1ccc(F)c(Cl)c1)c1ccco1	-2.9	-15.0	20.4	2.2*	0.6	1.6	-13.8	.	0.8	-24.3
COC(=O)c1ccc(COn2c(=O)c(C)[n+]([O-])c3ccccc32)cc1	-2.0	-5.2	97.3	97.5	3.5	10.8	2.0	1.5	5.2	-8.8

In the list so far, 2 contain a thiophene ring, fused or not:
SMILES	MRP-1 activ	Yeast life ext	PTEN del growth	bCat KO growth	Phagocytosis inh	Measles CPE	GALR2 blocker	E-sel TNF inh	NPY Y2 blocker	Yeast growth inh
COc1cccc(C(=O)Nn2c(-c3cccs3)nc3ccccc3c2=O)c1OC	-0.8	2.0	93.9	102.2	-2.2	11.1	12.2	.	-1.7	-33.1
Cc1cccnc1NC(=O)Nc1cccs1	-1.3	-10.8	87.2	82.3	-1.6	12.9	-9.7	9.9	0.2	-48.6

Continuation:
SMILES	MRP-1 activ	Yeast life ext	PTEN del growth	bCat KO growth	Phagocytosis inh	Measles CPE	GALR2 blocker	E-sel TNF inh	NPY Y2 blocker	Yeast growth inh
O=C(Nc1nnc(CCN2CCCCC2)s1)C1CCCCC1	-0.2	5.9	93.7	85.5	0.0	5.2	-0.1	12.7	0.6	-62.0
O=C(NCc1ccco1)c1cc(-c2cccc(Cl)c2)on1	-1.0	-6.9	100.2	109.0	3.8	14.7	5.7	.	3.2	-7.0
O=C(CSc1ncnc2c1oc1ccccc12)OCc1ccccc1	0.0	-8.3	99.9	91.7	0.9	7.8	3.9	-1.5	6.8	-71.1
O=C(OCc1cccc2ccccc12)C1CC(=O)N(c2ccccc2)C1 (configuration not stated)	1.4	-6.4	89.3	87.7	0.0	14.4	2.6	5.7	3.0	-34.3
CC(C)C(=O)Nc1nnc(CCN2CCOCC2)s1	0.8	-12.1	89.0	93.5	1.5	0.4	-3.0	12.4	1.0	28.1
O=c1c2cc3ccccc3n2cnn1Cc1ccccc1F	-5.0	-29.1	40.5	56.3	.	1.3	2.1	.	5.4	-38.6
COC(=O)c1cccc(S(=O)(=O)N2CCN(c3nc4ccccc4s3)CC2)c1	-0.5	-6.4	101.5	95.8	-1.1	2.7	-7.2	13.5	2.4	-72.3
COc1ccc(C2C=C(C34CC5CC(CC(C5)C3)C4)NC(=S)N2)cc1OC (configuration not stated)	-1.7	-3.1	69.8	74.3	-4.8	11.5	-6.0	.	3.6	-16.2
COc1cc(/C=N/NC(=O)c2cnccn2)cc(OC)c1OC	-0.7	-4.9	91.6	103.3	-3.9	3.7	10.2	-20.2	0.7	-13.9
O=C1c2cccc(OCC(=O)N3CCCc4ccccc43)c2CCN1Cc1ccccc1	-0.1	2.6	43.7	62.0	-1.8	-0.2	-8.1	56.4	4.7	-50.2
Cc1ccc(NC(=O)CN2C(=O)NC3(CCC(C)CC3)C2=O)c(Cl)c1 (configuration not stated)	1.2	-8.9	71.0	74.6	2.1	1.1	-3.3	.	5.1	-28.8
COc1ccc(CCN2C(=O)NC(NS(=O)(=O)c3ccc(N)cc3)(C(F)(F)F)C2=O)cc1OC (configuration not stated)	-0.9	-3.1	104.8	95.0	-4.5	14.5	-11.4	.	0.7	5.2
CCc1ccc(C(=O)c2oc3nc(C)cc(C)c3c2N)cc1	-3.4	-23.7	70.1	78.7	-2.2	7.5	12.8	18.1	-1.4	-12.2
Cc1cc(F)ccc1NCc1cccnc1	-1.2	-22.7	105.2	102.7	.	28.4	6.0	-2.8	0.8	-26.9
CC(C)(C)SCCNC(=O)/C=C/c1ccc([N+](=O)[O-])cc1	-2.6	-4.4	94.3	97.5	6.6	10.6	4.6	.	1.7	-7.8
COc1cc(C=Nc2cccc([N+](=O)[O-])c2C)ccc1OC(C)=O	-2.3	-6.8	96.4	95.8	-7.3	7.9	10.4	.	1.3	-28.0
CCCCOc1ccc(C(=O)N2CC(C)OC(C)C2)cc1 (configuration not stated)	-1.8	-14.5	93.9	95.4	-1.6	4.1	6.7	26.2	1.9	-43.3
Cc1ccc(NC(=O)c2ccc(F)c(S(=O)(=O)N3CCOCC3)c2)cc1F	-2.3	-4.6	52.3	56.4	-1.5	13.2	-2.5	-6.7	-0.1	-32.5
Cc1cccc(C)c1NC(=O)CSc1nnc(-c2ccoc2C)n1C	-1.9	-3.8	92.9	95.8	-0.5	6.9	-15.2	.	1.5	-1.8
Cc1cc(C)c[n+](-c2nc3ccccc3nc2[N-]S(=O)(=O)c2ccc(Cl)cc2)c1	-1.7	0.9	80.5	88.2	-7.6	20.9	2.4	.	-0.4	-24.4
CCOC(=O)c1ccc(NC(=O)CCS(=O)(=O)c2ccc(Br)s2)cc1	-2.5	-2.1	90.0	87.9	-0.9	0.3	-7.7	-0.6	0.3	-27.5
Cc1cc(C)n2ncc(C(=O)NCc3ccc(Cl)cc3)c2n1	-1.7	-17.2	98.6	90.0	0.0	7.7	7.8	-3.4	7.2	-28.5
COc1ccc2c(c1)CC/C(=C\C=C\c1ccccc1)C2=O	-2.4	.	87.0	94.6	.	2.1	6.6	15.3	8.6	-25.3
Cc1cc(C)c(NC(=O)CN2CCN(C)CC2)c(C)c1	0.0	-9.3	110.2	98.0	-0.3	3.2	.	.	.	0.0
COc1ccc2nc(Nc3nc(CSc4nnc(C)s4)cc(=O)[nH]3)nc(C)c2c1	-2.1	9.3	93.6	87.9	.	3.9	-4.2	-22.0	6.2	-25.8
COc1cc(/C=N/NC(=O)c2ccccc2)ccc1OS(=O)(=O)c1ccccc1	-1.6	-3.8	76.1	78.7	-7.3	6.0	14.9	.	1.5	-42.2
O=C(Nc1cc([N+](=O)[O-])ccc1F)c1cccs1	0.5	-7.8	99.3	90.4	-2.2	19.0	22.3	.	1.4	-8.8
Cc1ccccc1NC(=S)NC(NC(=O)c1ccco1)C(Cl)(Cl)Cl (configuration not stated)	-2.9	3.7	79.7	90.2	-6.0	7.9	17.9	.	3.0	-35.2
COc1ccc(Cl)cc1N(C)C(=O)CCc1nc(-c2ccc(C)cc2)no1	-0.1	-6.1	51.9	55.8	-1.7	31.3	-0.1	.	3.1	-34.2
CCSc1nnc(NC(=O)CSc2nnc(Cc3cccn3C)n2-c2ccc(F)cc2)s1	-2.9	-4.0	99.6	90.1	-3.8	14.4	-1.2	5.1	1.7	-7.2
CC(C)CN(C(=O)CN1CCN(S(=O)(=O)c2ccc3ccccc3c2)CC1)c1c(N)n(CC(C)C)c(=O)[nH]c1=O	-0.4	0.0	91.9	78.5	1.9	9.8	7.8	.	1.5	-20.6
O=C(CN(CC1CCCO1)C(=O)CCC(=O)Nc1ccccn1)NCc1ccccc1 (configuration not stated)	0.0	.	101.5	91.1	.	9.4	29.7*	-6.2	-0.8	-19.1
CC(=O)N1CCc2cc(Br)cc(S(=O)(=O)NCCN3CCCCC3C)c21 (configuration not stated)	-0.6	-4.6	111.2	102.0	-0.4	9.7	1.1	.	0.9	-17.6
Cc1noc(C)c1S(=O)(=O)N1CCCC(C(=O)Nc2cccnc2)C1 (configuration not stated)	-1.5	0.5	104.7	94.2	-1.4	8.4	17.3	10.4	4.4	-15.5
C=CCN(CC=C)CC(O)CN(c1cc([N+](=O)[O-])ccc1OC)S(=O)(=O)c1ccccc1 (configuration not stated)	-2.3	-1.8	82.7	78.7	4.0	19.2	15.5	.	10.4	-25.8
Cc1cccc(NC(=O)C2CCN(S(=O)(=O)c3cccc4cccnc34)CC2)c1	-3.5	-9.8	79.7	84.6	-0.4	6.3	.	.	.	-6.0
COc1ccc(-c2noc(CN(C(=O)c3ccc(OC(C)=O)cc3)C(C)C)n2)cc1OC	-4.0	-4.0	87.0	95.2	2.7	5.1	-3.9	-10.3	3.0	-24.4
